# Screening results as filed in PubChem.
# NPC1 prom act – qHTS Assay for NPC1 Promoter Activators | Potency, µM (highest dose often 9.22 µM), without a hit: at the top dose activation, hits mostly activators | actives 2.4% (n = 320,000) | AID 485313, 2010 | Huh7 NPC1 promoter luciferase reporter, 24 h;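 further: % of control where 0% means no effect; nearly all actives have a fitted effect of over 60% in size; reporter is driven by a mutant NPC1 promoter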
#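 NPC1 promoter–luciferase Huh7 cells; 24 h compound; luminescence.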
# VP16 counter – VP16 counterscreen qHTS for inhibitors of ROR gamma transcriptional activity. AID 2546, 2010. Drosophila S2 Gal4-VP16 UAS-luciferase, luminescence, 20 h. Potency, µM (series often up to 53.6 µM), inactives show at the highest dose activity, negative = inhibition, most hits filed as inhibitors. actives 3.5% (n = 310,000);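 further: Gal4-VP16 expression switched on by copper sulfate through the metallothionein promoter; on the % scale 0 is the no-effect control and ±100 the full control effect; nearly all actives have a fitted effect of over 50% in size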
# uPA generation – qHTS for Inhibitors of Cell Surface uPA Generation | Potency, µM (highest dose often 38.3 µM), inactives show top-dose activity change, negative = inhibition, hits mostly inhibitors | actives 0.31% (n = 330,000) | cell surface uPA generation assay, qHTS | AID 540303, 2011; active means well fitted inhibition curve with a large enough effect; inconclusive means small, poorly fitted or top-dose-only effect; inactive means no such curve, though single readings can be large or run the other way; tested in mouse RAW 264.7 cells; further: on the % scale 0 is the no-effect control and ±100 the full control effect; nearly all actives have a fitted effect of over 55% in size
# p53 reactivator – qHTS assay for re-activators of p53 using a Luc reporter; H1299 p53-A138V BP100-luciferase reporter, luminescence, 24 h; Potency, µM (doses to about 92.2 µM), without a hit: at the highest dose activity change, positive = activation, usual class: activators; AID 504706, 2011; actives 0.063% (n = 320,000); further: % of control where 0% means no effect; nearly all actives have a fitted effect of over 45% in size
#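 H1299 (p53-null), stable ts p53-A138V + BP100-Luc; 1000 cells/well, Opti-MEM/10% FBS; cpd 4 pt, 1:5; 24 h, 37 deg C, 5% CO2; detection reagent 10 min RT; luminescence.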
# FLuc modulator – qHTS profiling assay for firefly luciferase inhibitor/activator using purifed enzyme and Km concentrations of substrates (counterscreen for miR-21 project). purified FLuc, Km substrates, luminescence inhibition. Potency, µM (doses to about 57.5 µM), for the others: at the highest dose activity change, negative = inhibition, hits mostly inhibitors. actives 6.9% (n = 360,000);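 further: plate controls were vehicle for no effect and reference inhibitor for full effect; nearly all actives have a fitted effect of over 55% in size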
#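 Purified P. pyralis luciferase (10nM final) with 10uM D-luciferin and 10uM ATP (Km levels) in 50mM Tris acetate pH 7.5, 10mM Mg acetate, 0.01% Tween-20, 0.05% BSA; qHTS 6-point titration, ~60 µM downward; luminescence read.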
# MBNL1-CUG inh – qHTS Assay for Inhibitors of MBNL1-poly(CUG) RNA binding; TR-FRET MBNL1-His/biotin-(CUG)12 binding, 665/545 ratio; Potency, µM (series often up to 57.5 µM), without a hit: top-dose activity change, negative = inhibition, usual class: inhibitors; actives 0.036% (n = 280,000); AID 2675, 2010; active means well fitted inhibition curve with a large enough effect in the signal ratio, with a control signal flat, not every such curve was filed as active; inconclusive means small, poorly fitted or top-dose-only effect, or effect the other way, or a change in a side signal; inactive means no such curve, though single readings can be large or run the other way; the % refers to the signal ratio; further: on the % scale 0 is the no-effect control and ±100 the full control effect
# Target sequence (Q9NR56 whole entry, looked up): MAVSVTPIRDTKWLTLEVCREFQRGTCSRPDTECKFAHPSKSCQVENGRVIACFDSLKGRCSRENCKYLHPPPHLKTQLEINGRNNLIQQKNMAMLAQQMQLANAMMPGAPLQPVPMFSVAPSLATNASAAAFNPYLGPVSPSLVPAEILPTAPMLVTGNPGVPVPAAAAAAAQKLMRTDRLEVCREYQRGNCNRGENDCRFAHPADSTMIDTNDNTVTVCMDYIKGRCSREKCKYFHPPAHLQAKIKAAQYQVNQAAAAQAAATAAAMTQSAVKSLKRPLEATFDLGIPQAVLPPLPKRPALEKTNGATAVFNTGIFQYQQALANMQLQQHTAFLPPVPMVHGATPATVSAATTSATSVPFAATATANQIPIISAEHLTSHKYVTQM
#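 Inhibition of protein-RNA binding appears as loss of TR-FRET between terbium anti-His antibody on MBNL1-His and streptavidin-XL665 on biotin-(CUG)12. Activity is normalized to buffer-only and uninhibited-complex controls.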
# BRCA1 expr up – qHTS Assay to Identify Small Molecule Activators of BRCA1 Expression. AID 624202, 2012. actives 1.1% (n = 380,000). MCF7-BRCA1-FFLuc reporter, luminescence, 48 h; response scale: scaled: vehicle 0%, 10 µM genistein 100%. Potency, µM (titrated, usually from 46.1 µM), for the others: at the top dose activation, hits mostly activators; further: nearly all actives have a fitted effect of over 80% in size; some results filed as inactive show a strong effect at the top dose
#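 48 h compound treatment of MCF7-BRCA1-FFLuc cells (phenol-red free MEM, 37 °C), then 15 min with luciferase substrate and luminescence imaging.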
# RORgamma inh – qHTS for inhibitors of ROR gamma transcriptional activity; Nuclear receptor ROR-gamma (Mus musculus), P51450; Drosophila S2 Gal4-RORgamma UAS-luciferase reporter, 20 h; Potency, µM (highest dose often 53.6 µM), for the others: at the highest dose activity change, negative = inhibition, most hits filed as inhibitors; actives 5.4% (n = 310,000); further: on the % scale 0 is the no-effect control and ±100 the full control effect; nearly all actives have a fitted effect of over 60% in size
# Target sequence (P51450 whole entry, looked up, the tested form may be a part): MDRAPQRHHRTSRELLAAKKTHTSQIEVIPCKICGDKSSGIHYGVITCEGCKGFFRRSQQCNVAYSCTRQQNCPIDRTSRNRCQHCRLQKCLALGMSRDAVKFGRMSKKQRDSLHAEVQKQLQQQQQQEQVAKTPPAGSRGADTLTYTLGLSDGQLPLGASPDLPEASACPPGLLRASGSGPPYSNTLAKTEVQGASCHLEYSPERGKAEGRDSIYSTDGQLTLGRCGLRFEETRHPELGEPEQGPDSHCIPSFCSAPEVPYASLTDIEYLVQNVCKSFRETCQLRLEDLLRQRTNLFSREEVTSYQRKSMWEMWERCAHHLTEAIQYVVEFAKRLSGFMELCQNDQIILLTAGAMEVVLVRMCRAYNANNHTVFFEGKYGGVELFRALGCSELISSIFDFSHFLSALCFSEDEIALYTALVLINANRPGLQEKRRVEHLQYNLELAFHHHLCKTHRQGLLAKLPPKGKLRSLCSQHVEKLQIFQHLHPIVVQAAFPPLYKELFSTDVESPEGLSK
#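 Read-out: Photinus luciferase luminescence; inhibitors lower reporter signal. Insect Schneider cells with Gal4-ROR gamma fusion under metallothionein promoter, UAS reporter; 700 uM final copper sulfate induction, 20 hr, ambient temperature.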
# ELG1 genotoxic – qHTS screen for small molecules that induce genotoxicity in human embryonic kidney (HEK293T) cells expressing luciferase-tagged ELG1; HEK293T ELG1-luciferase reporter, luminescence, 16 h; Potency, µM (doses to about 46 µM), inactives show at the highest dose activity change, positive = activation, actives largely listed as activators; actives 1.3% (n = 330,000); AID 504466, 2011; further: % of control where 0% means no effect; nearly all actives have a fitted effect of over 60% in size
#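 Screening used a luciferase reporter fused to human ELG1 in HEK293T cells. Luminescence was read on a CCD plate imager after 16 hr exposure and 30 min ONE-Glo incubation.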
# CXXC DNA block – qHTS Fluorescence Polarization Assay for Inhibitors of MLL CXXC domain - DNA interaction; Histone-lysine N-methyltransferase 2A (Homo sapiens), Q03164; actives 0.037% (n = 290,000); Potency, µM (top dose mostly 115 µM), for the others: at the highest dose activity change, negative = inhibition, actives largely listed as inhibitors; MLL-CXXC / FITC-HOXA9 DNA fluorescence polarization; AID 2662, 2010; active means well fitted inhibition curve with a large enough effect in the polarisation, with a control signal flat, not every such curve was filed as active; inconclusive means small, poorly fitted or top-dose-only effect, or effect the other way, or a change in a side signal; inactive means no such curve, though single readings can be large or run the other way; the % refers to the polarisation
#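 Purified MLL-CXXC (added from a 7 uM solution) was preincubated 5 min at ambient with pinned compounds in 50 mM Tris-HCl pH 7.5, 50 mM NaCl, 1 mM DTT, 0.05% BSA. Fluorescein-labeled HOX-A9 DNA (50 nM solution) followed, 30 min, then polarization read.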
# Rab9 prom act – qHTS Assay for Rab9 Promoter Activators | Potency, µM (series often up to 9.22 µM), inactives show top-dose activation, negative = inhibition, actives largely listed as activators | Huh7 Rab9 promoter-luciferase reporter, luminescence, 24 h | actives 2.8% (n = 320,000); further: % of control where 0% means no effect; nearly all actives have a fitted effect of over 60% in size
#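 Promoter activation is measured as luciferase luminescence in Huh7 cells stably transfected with a Rab9 promoter–luciferase construct, following 24 h compound exposure at 37 °C and 10 min reagent incubation at ambient temperature.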
# Starred values were filed as active, the others as inactive; ? = inconclusive; nt = no result given; [ ] = another dose, or the depositor's remark. Unless noted, the call rests on the fitted dose curve; in most records, active means well fitted curve in the direction sought with a large enough effect; inconclusive means small, poorly fitted or top-dose-only effect, or another doubt; inactive means no such curve, though single readings can be large; an effect the other way counts as inactive or inconclusive. Potency means the concentration at half of the fitted maximal effect.
no.	structure	NPC1 prom act	VP16 counter	uPA generation	p53 reactivator	FLuc modulator	MBNL1-CUG inh
1	CC(=O)N1CCOc2ccc(S(=O)(=O)N3CCC(C(=O)Nc4cc(C)cc(C)c4)CC3)cc21	-3%	-3%	-3%	-6%	2%	-4%
2	CCOC(=O)C1CCN(S(=O)(=O)c2ccc(Cl)cc2OC)CC1	-1%	3%	nt	-2%	6%	-3%
3	O=c1ccc(-c2ccccc2)no1	-2%	3%	-11%	1%	1%	nt
4	Cc1cc(C)n(CC(O)CN2c3ccccc3Sc3ccccc32)n1 (stereo not given)	4%	0%	4%	0%	1%	3%
5	COc1ccc(C)cc1S(=O)(=O)NC1CCCCCC1	-2%	-8%	-10%	9%	7%	5%
6	CCNC(=O)C(=O)NCC(c1cccs1)S(=O)(=O)c1ccc(C)cc1 (stereo not given)	0%	-7%	-5%	-19%	1%	13%
7	CCSc1ccccc1C(=O)NC1CCCCC1	-2%	-9%	-4%	7%	-1%	-6%
8	Cc1ccc(NC(=O)CSc2nnc(-c3ccccc3Br)o2)cc1C	4%	-7%	-6%	1%	-6%	-10%
9	COc1ccc(CN(Cc2ccc(C(=O)O)cc2)C(=S)Nc2ccc(C)cc2)cc1OC	1%	-14%	0%	-2%	-8%	4%
10	Cc1nc(N2CCCCC2)nc(N2CCCCC2)c1C=O	-1%	-1%	-4%	-7%	-13%	nt
11	O=S(=O)(NCC(c1cccnc1)N1CCOCC1)c1cccs1 (stereo not given)	-4%	-7%	3%	-7%	-2%	0%
12	Cc1cc(NC(=O)CN2C(=O)N(C)C3(CCCCC3)C2=O)ccc1Br	-3%	nt	-14%	2%	-2%	nt

no.	BRCA1 expr up	RORgamma inh	ELG1 genotoxic	CXXC DNA block	Rab9 prom act
1	6%	22%	-7%	5%	-5%
2	6%	30%	1%	18%	6%
3	1%	18%	-1%	-25%	2%
4	-49%	-19%	-7%	-3%	-12%
5	-8%	-20%	8%	9%	-2%
6	-9%	4%	1%	0%	1%
7	-16%	-21%	2%	-1%	1%
8	9%	-25%	5%	8%	7%
9	13%	-1%	-1%	-16%	10%
10	17%	-2%	0%	22%	14%
11	2%	?	0%	-5%	-3%
12	-6%	nt	0%	nt	1%

# New compounds follow
no.	structure	NPC1 prom act	VP16 counter	uPA generation	p53 reactivator	FLuc modulator	MBNL1-CUG inh
13	O=CC1=C(N2CCOCC2)/C(=C\c2ccccc2)CC1	-4%	-12%	-10%	-4%	-8%	8%
14	CCCCC(Sc1nc(N)c(NC(=O)c2ccco2)c(=O)[nH]1)C(=O)O (stereo not given)	-1%	-4%	0%	-1%	2%	0%
15	O=C(Nc1ccc2ccccc2c1)c1ccccc1F	0.5µM*	nt	?	nt	1.3µM*	11%
16	O=C(c1ccc(F)cc1Cl)N1CCN(S(=O)(=O)c2cccs2)CC1	1%	3%	2%	-9%	1%	-10%
17	CC(C)C(=O)Nc1cc2c3c(c1)CCN3C(=O)CC2	3%	7%	-8%	5%	1%	0%
18	CC(=O)N(c1nnc(-c2cccc(C)c2)s1)C1CCCC1	?	-3%	4%	7%	24µM*	-2%
19	CC(C)C(=O)Nc1cccc(NC(=O)c2ccc(Cl)cc2Cl)c1	-1%	0%	-6%	10%	?	17%
20	CCNc1nc(CN2CCOCC2)nc2sc3c(c12)CCC3	-3%	-7%	2%	-1%	4%	2%
21	Cc1ccc2c(c1)C1CN(C)CCC1N2C(=O)c1ccccc1NS(=O)(=O)c1ccc(F)cc1C (stereo not given)	-2%	-9%	11%	-7%	2%	-6%
22	Nc1cc(N)nc(SCc2ccc(Cl)cc2)n1	13%	-5%	-2%	-34%[inhibitor]	?	0%
23	COc1ccc(S(=O)(=O)NCCCn2ccnc2)cc1Cl	-5%	nt	11%	nt	6%	-10%
24	O=C(Nc1ccc(S(=O)(=O)Nc2nccs2)cc1)c1ccc(F)cc1	-1%	0%	-5%	5%	-17%	-4%

no.	BRCA1 expr up	RORgamma inh	ELG1 genotoxic	CXXC DNA block	Rab9 prom act
13	0%	13%	-7%	2%	5%
14	1%	-8%	0%	-11%	0%
15	?	nt	2.6µM*	-5%	0.63µM*
16	-9%	-29%	-3%	-1%	-1%
17	-20%	-10%	2%	-1%	-5%
18	?	15%[1.91 µM]	23%	-19%	?
19	2%	45%	1%	7%	-3%
20	-15%	?	7%	-8%	-1%
21	-4%	-6%	-2%	1%	-5%
22	60%	32%	15%	-6%	14%
23	-23%	nt	0%	-6%	8%
24	36%	2%	3%	7%	-1%

# Later entries
no.	structure	NPC1 prom act	VP16 counter	uPA generation	p53 reactivator	FLuc modulator	MBNL1-CUG inh
25	Cc1ccccc1-c1nnn(CC(=O)Nc2ccc3c(c2)OCCO3)n1	-3%	-6%[10 µM]	9%	6%	1%	-22%
26	O=C(CN1C(=O)NC2(CCCCC2)C1=O)NCCCSc1ccccc1	0%	nt	7%	-11%	4%	nt
27	CC1(c2ccc(Cl)cc2)NC(=S)N2C1NC(=S)N2c1ccccc1 (stereo not given)	0%	-1%	3%	5%	-16%	-1%
28	OCCN1CCN(c2ncnc3c2sc2nc(N4CCOCC4)c4c(c23)CCC4)CC1	0%	-23%	-4%	1%	-16%	-10%
29	O=C1CC2CS(=O)(=O)CC2N1C1CCCCC1 (stereo not given)	-3%	-8%	-18%	5%	5%	11%
30	CN(CC(=O)Nc1ccccc1Cl)C(=O)COC(=O)C1CCN(c2ccc(C(F)(F)F)cn2)CC1	-2%	nt	3%	3%	-1%	nt
31	Cc1ccc(S(=O)(=O)N2CCCCC2)cc1C(=O)N(C)CC(=O)Nc1cccc(F)c1	-10%	nt	1%	-4%	4%	nt
32	COc1ccc(CCNC(=O)c2cc(S(=O)(=O)N(C)C)ccc2N2CCCC2)cc1OC	1%	-8%	-2%	-8%	0%	-5%
33	COc1ccccc1N1CCN(CC(=O)N2CCCC2)CC1	0%	-3%	0%	-2%	1%	-12%
34	Cc1ccccc1NC(=O)C(=O)NNC(=O)COc1ccc2ccccc2c1	-1%	13%	-2%	8%	-2%	10%
35	COc1ccc(CNC(=O)CCCn2nc(C)c([N+](=O)[O-])c2C)cc1OC	2%	1%	-4%	-3%	1%	1%
36	CC(=O)Nc1ccc(CN2CCCN(C)CC2)cc1	-3%	-6%	-12%	11%	0%	-8%
37	COc1ccc(NC(=O)CSc2nnc(Cn3cnc4ccccc43)o2)cc1	-4%	-11%	1%	1%	-1%	4%
38	O=C(Cc1ccccc1)NN1CCCCC1	-14%	9%	0%	2%	-2%	-1%

no.	BRCA1 expr up	RORgamma inh	ELG1 genotoxic	CXXC DNA block	Rab9 prom act
25	88%	?	?	-4%	-1%
26	-22%	nt	0%	nt	-1%
27	-30%	-19%	-1%	-11%	15%
28	-42%	5%	-6%	?	-8%
29	-12%	0%	-1%	0%	3%
30	-4%	nt	11%	nt	6%
31	-1%	nt	3%	nt	-3%
32	-12%	1%	-4%	2%	5%
33	30%	17%	-4%	-3%	-5%
34	-8%	-44%	-1%	-8%	4%
35	-11%	3%	nt	5%	2%
36	11%	-19%	-4%	-12%	-2%
37	-14%	-5%	-3%	-1%	-8%
38	-17%	-39%	-1%	-6%	-3%

# Sorted by value in NPC1 prom act (descending): some entries from above
entry | SMILES | NPC1 prom act | uPA generation | p53 reactivator | BRCA1 expr up | CXXC DNA block | Rab9 prom act
9 | COc1ccc(CN(Cc2ccc(C(=O)O)cc2)C(=S)Nc2ccc(C)cc2)cc1OC | 1% | 0% | -2% | 13% | -16% | 10%
1 | CC(=O)N1CCOc2ccc(S(=O)(=O)N3CCC(C(=O)Nc4cc(C)cc(C)c4)CC3)cc21 | -3% | -3% | -6% | 6% | 5% | -5%
13 | O=CC1=C(N2CCOCC2)/C(=C\c2ccccc2)CC1 | -4% | -10% | -4% | 0% | 2% | 5%

# An excerpt, so the mix of outcomes need not match the whole.
